Screening data as filed in PubChem.
CYP2C19 activ: activators of human cytochrome P450 2C19. P33261. recombinant CYP2C19, luciferin-H EGE luminescence; hits give high values; 0 = fully inhibited enzyme, 1 = untreated enzyme. 96,000 tested, under 10 active. activation factor at 5 µM. AID 1025;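 active means activation factor of at least 2 at 5 µM in the primary screen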;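 further: 0 = wells with 2.5 mM tranylcypromine and 1 = vehicle-only wells; values of inactives mirror those of a sister screen read the other way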
Target sequence (P33261 whole entry, looked up): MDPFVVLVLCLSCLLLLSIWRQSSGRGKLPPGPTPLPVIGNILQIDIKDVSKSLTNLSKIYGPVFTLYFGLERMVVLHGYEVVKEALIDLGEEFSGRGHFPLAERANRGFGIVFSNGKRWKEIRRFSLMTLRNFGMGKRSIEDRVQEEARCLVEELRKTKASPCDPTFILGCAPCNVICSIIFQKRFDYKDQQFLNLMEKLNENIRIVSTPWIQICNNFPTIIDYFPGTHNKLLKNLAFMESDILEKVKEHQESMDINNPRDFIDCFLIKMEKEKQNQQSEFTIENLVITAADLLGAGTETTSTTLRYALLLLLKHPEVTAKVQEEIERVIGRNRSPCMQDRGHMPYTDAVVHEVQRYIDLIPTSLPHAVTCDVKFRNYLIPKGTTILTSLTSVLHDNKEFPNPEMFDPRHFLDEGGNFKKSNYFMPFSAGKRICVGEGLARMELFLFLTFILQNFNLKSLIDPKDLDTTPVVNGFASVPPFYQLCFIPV
CYP2C19 inhib: inhibitors of human CYP2C19 | P33261 | CYP2C19 Supersomes, luciferin-H EGE luminescence, 30 min | inhibition, % at 5 µM | 21% of 96,000 active | AID 778;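 active means CYP2C19 inhibition above a set limit at 5 µM in the primary screen, cut at about 50% in these data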;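 further: plate controls were negative control wells for no effect and 2.5 mM tranylcypromine positive control for full effect; values of inactives mirror those of a sister screen read the other way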
PLAP act: activates human placental alkaline phosphatase. P05187. purified PLAP enzyme, luminescent substrate read-out; hits give high values. activation fold at 20 µM. AID 696. 1.2% of 96,000 active; in the data active means activation fold above about 2
Target sequence (P05187 whole entry, looked up): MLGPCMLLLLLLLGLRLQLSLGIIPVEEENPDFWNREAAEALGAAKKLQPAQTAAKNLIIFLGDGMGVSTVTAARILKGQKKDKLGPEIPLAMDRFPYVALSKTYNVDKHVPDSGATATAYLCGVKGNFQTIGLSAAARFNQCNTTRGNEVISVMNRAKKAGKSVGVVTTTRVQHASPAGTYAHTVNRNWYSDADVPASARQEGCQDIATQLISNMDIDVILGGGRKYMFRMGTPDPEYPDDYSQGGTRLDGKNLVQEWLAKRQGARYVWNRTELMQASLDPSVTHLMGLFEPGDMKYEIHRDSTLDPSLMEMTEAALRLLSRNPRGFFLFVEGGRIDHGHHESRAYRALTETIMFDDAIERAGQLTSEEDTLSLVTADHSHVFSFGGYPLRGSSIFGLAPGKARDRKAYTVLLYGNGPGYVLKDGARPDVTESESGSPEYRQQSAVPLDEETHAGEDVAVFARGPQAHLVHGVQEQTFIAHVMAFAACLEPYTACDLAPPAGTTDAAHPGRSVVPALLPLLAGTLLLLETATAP
E coli WT exp: blocks growth of wild type E. coli BW25113; OD600 absorbance; growth inhibition, % at 100 µM; 0.15% of 98,000 active;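 active means growth inhibition above about 50% at one test dose, limit read from the data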;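 further: growth measured after 20 h incubation at 37 °C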
EphB4 antag: blocks human EphB4 binding to ephrin-B2; inhibition, % at 7 µM; 0.15% of 97,000 active; P54760; EphB4 LBD / TNYL-RAW-Alexa532 peptide, fluorescence polarization;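 active means inhibition above the screen-wide mean inhibition plus 3 SD, cut at about 15% in these data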;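 further: 0% = DMSO wells and 100% = excess unlabeled TNYL-RAW peptide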
CYP2C9 inh: human CYP2C9 inhibition; CYP2C9 Supersomes, luciferin-H conversion, luminescence; inhibition, % at 5 µM; 20% of 96,000 active; AID 777;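 active means blocking of liver enzyme CYP2C9 beyond about 50% at 5 µM, limit read from the data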; further: values of inactives mirror those of a sister screen read the other way
CYP2C9 activ: CYP2C9 (human) activation; recombinant CYP2C9, luciferin-H conversion, luminescence; hits give high values; factor 1 = untreated enzyme, 0 = blocked; activation factor at 5 µM; 1.4% of 96,000 active; AID 1024;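 active means activation factor of 2 or more for CYP2C9 at a 5 µM dose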;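 further: 0 = sulfaphenazole-blocked wells and 1 = vehicle-only wells; values of inactives mirror those of a sister screen read the other way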
Pyk2 oligo antag: Pyk2 (human) oligomerization antagonism | Q14289 | Q293 cells, Pyk2 FERM NanoBiT luminescence; hits give low values | z-score (the deposit names both 25 µM and 10 µM) | 0.83% of 99,000 active;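 active means Z-score of -3 or lower, scaled per plate to the spread of control and sample wells; inactive means z-score above -3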;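 further: negative z-score means lost luminescence so less FERM oligomerization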
PostGolgi yeast: growth inhibition of a yeast mutant, post-Golgi transport screen; post-Golgi transport phenotypic cell assay; inhibition, % at 10 µM; 0.9% of 98,000 active; AID 739; in the data active means inhibition above about 30%;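 further: yeast cells grown in 1536-well plates; yeast grown about 18 h at 30C before absorbance read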
Starred values were filed as active, the others as inactive; nt = no result given.

SMILES	CYP2C19 activ	CYP2C19 inhib	PLAP act	E coli WT exp	EphB4 antag	CYP2C9 inh	CYP2C9 activ	Pyk2 oligo antag	PostGolgi yeast
COc1cc(C(=O)Nc2ccc(-c3nnc(-c4ccco4)o3)cc2)cc(OC)c1OC	0.9	10	1	2	3	6	0.9	-0.64	-7
Cn1c(=O)[nH]c(=O)c2c1nc(Br)n2CC(O)COc1ccccc1 (stereo not drawn)	1.1	-14	1.1	0	2	7	0.9	0.73	-3
Cc1cc(NC(=O)CCC(=O)N(CC(=O)NC2CCCC2)Cc2ccccc2Cl)no1	0.6	41	1	1	1	58*	0.4	-0.82	-2
O=C(NCN1C(=O)C2C3C=CC(C3)C2C1=O)Nc1ccccn1 (stereo not drawn)	nt	nt	nt	-4	-1	nt	nt	-0.05	-2
CCN(CC)S(=O)(=O)c1ccc(C(=O)OCC(=O)c2ccc3c(c2)NC(=O)CO3)cc1	1	-1	1	2	8	20	0.8	1.3	13
Cn1c(=O)c2c(nc(SCc3cccnc3)n2Cc2ccccc2)n(C)c1=O	0.8	16	1	-4	-8	44	0.6	-0.42	-11
[O-][n+]1c2ccc3nonc3c2nn1-c1ccccc1Cl	0.6	43	0.9	4	nt	20	0.8	-0.27	-2
O=C(NC1CCCCC1)C(c1ccco1)N(C(=O)c1csnn1)C1CCCC1 (stereo not drawn)	0.8	21	1.1	3	10	18	0.8	0.12	2
COc1ccc(C2(C(=O)NCCN3CCOCC3)CCOCC2)cc1	1	3	1.2	0	-1	-15	1.1	-0.24	-2
O=C(O)C1Nc2c(C(=O)N3CCOCC3)cccc2C2C=CCC12 (stereo not drawn)	1.1	-9	1.5	-4	-1	8	0.9	0.82	-6
Nc1nncn1C(=O)CCc1ccccc1	1	4	1.4	-2	-3	-15	1.2	-0.92	7
O=C(c1cn(-c2ccccc2)nc1-c1ccc(F)cc1)N1CCOCC1	0.8	16	1.7	7	nt	32	0.7	-0.48	-3
CCOC(=O)c1sc(NS(=O)(=O)c2ccc(NC(C)=O)cc2)nc1C	0.8	15	1.1	3	0	45	0.6	0.99	3
CC1CCCCC1NC(=O)COc1ccc(-n2cnnn2)cc1 (stereo not drawn)	1	4	0.9	1	-7	10	0.9	0.68	-6
CN(C)CC(O)COc1cc2ccccc2cc1C(=O)N1CCCCC1 (stereo not drawn)	0.9	7	1.6	5	1	14	0.9	0.61	-3
COC(=O)Cn1nc(-c2ccccc2)c2ccccc2c1=O	0.7	34	0.9	-5	nt	-18	1.2	0.71	6
O=C(CCNC(=O)c1ccc(Br)o1)NC1CCCC1	nt	nt	nt	6	-1	nt	nt	-0.34	2
C=CCC(CC=C)(NC(=O)c1ccccc1)c1ccccc1	0.5	45	1.1	-3	1	19	0.8	0.14	-8
c1coc(CN=C2NC(=NCc3ccco3)c3ccccc32)c1	0.4	55*	1.3	7	4	40	0.6	-0.35	5
CCOC(=O)N1CCC(Nc2c(NCCCN(C)Cc3ccccc3)c(=O)c2=O)CC1	1	-2	1.3	6	8	-2	1	nt	-2
C/C(=N\NC(N)=S)C12CC3CC(CC(C3)C1)C2	0.9	5	0.7	-4	1	9	0.9	-0.25	19
COc1cccc(OC)c1C(=O)Nc1ccccc1N1CCCC1	0.9	10	1.2	-1	-6	2	1	0.09	6
O=C(c1ccccc1)C(Cn1cncn1)C(Sc1ccccc1)c1ccccc1 (stereo not drawn)	0	99*	0.8	-9	-3	98*	0	-1.3	-1
CCC(=O)NC(C)c1nc2ccccc2n1C (stereo not drawn)	1.2	-22	0.8	-7	nt	-22	1.2	0.57	0
COc1cc2c3nnc(-c4ccc(F)cc4)c-3cn(Cc3cccc(C)c3)c2cc1OC	1.1	-11	1.3	-7	-8	10	0.9	nt	8
CC(=O)c1cccc(NC(=O)C2CCN(S(=O)(=O)c3ccccc3)CC2)c1	0.3	68*	0.8	3	-1	8	0.9	0.51	-4
Cc1c(Br)c([N+](=O)[O-])nn1C(C)C(=O)N1CCCc2ccccc21 (stereo not drawn)	0.4	58*	1.1	-1	1	41	0.6	-2.1	-1
Cc1ccc(OCCNS(=O)(=O)c2cccs2)cc1	0	100*	0.5	4	1	85*	0.2	1.2	-8
COc1ccc(-n2c(Cc3cccn3C)nnc2SCC(=O)Nc2nccs2)cc1	0.2	78*	1.4	-6	nt	58*	0.4	nt	1
CCOC(=O)N1CCN(S(=O)(=O)c2ccc(C)c(C)c2C)CC1	0	99*	1.2	7	10	-6	1.1	-1.3	-1
CCCn1c(SCC(=O)Nc2ccc3c(c2)OCO3)nc2c1c(=O)n(C)c(=O)n2C	0.7	26	0.9	-12	nt	40	0.6	-0.23	7
Cc1[nH]c2ccccc2c(=O)c1CN(C)Cc1ccccc1	1	0	0.7	1	0	12	0.9	-0.33	-1
CCCOc1ccc2c3c(c(=O)oc2c1)CCCC3	0.4	59*	1.1	3	1	33	0.7	0.43	-4
CC(=O)N1CCN=C1SCc1ccc(Br)cc1	0.5	54*	1	6	-8	62*	0.4	nt	18
O=C(Nc1cc(=O)[nH]c2ncnn12)c1ccc(Cl)cc1Cl	1.1	-9	1	-7	2	-13	1.1	1.8	-2
O=C(CSc1nnc(-c2ccco2)o1)N1c2ccccc2CCc2ccccc21	0.1	89*	1.5	-10	-1	97*	0	-0.7	2
O=C(COC(=O)c1ccco1)NCC1CCCO1 (stereo not drawn)	0.8	24	0.9	1	-4	4	1	-0.67	-10
CCOC(=O)C1CCN(Cc2ccc(N(C)C)cc2)CC1	0.7	27	1.1	4	nt	-15	1.1	-0.53	7
O=C(c1ccc(CS(=O)(=O)c2ccc(Br)cc2)o1)N1CCOCC1	1	-4	1.1	2	2	-6	1.1	nt	1
CCOC(=O)N1CCN(CC(O)COc2ccccc2C(C)CC)CC1 (stereo not drawn)	0.7	29	1.6	2	5	-17	1.2	-0.13	50*
Cc1cnc(NC(=O)COc2cccc3c2OC(C)(C)C3)s1	0.9	12	1	-5	-1	24	0.8	-0.62	-3
CC(=C1C(=O)c2ccccc2C1=O)N1CCc2ccccc2C1	0.2	81*	0.8	-8	-1	63*	0.4	-0.14	-7
COc1ccc(C(=O)C[n+]2ccc3c(c2)nc(-c2ccc(OC)cc2OC)n3C)cc1	1.2	-18	1	6	-8	-10	1.1	0	0
Cc1ccc2c(c1)N(Cc1ccncc1)C(=O)C(C)O2 (stereo not drawn)	0.2	81*	1.1	-3	2	89*	0.1	-0.49	0
COc1ccc(N2CCN(C(c3ccccc3OC)c3nnnn3Cc3ccco3)CC2)cc1 (stereo not drawn)	0.6	37	1.5	-8	3	46	0.5	-3.2*	-4
O=C(COc1ccccc1)Nc1ccc(-c2nnc(-c3ccco3)o2)cc1	0.9	15	0.9	-10	3	18	0.8	0	0
CCOc1ccc(-c2noc(=O)[nH]2)cc1	1	0	1.1	-15	2	25	0.7	0.57	2
O=C(O)CCc1ccc(-c2cccs2)n1NC(=O)c1ccc(Cl)cc1Cl	1	3	1.5	-8	-1	32	0.7	1.4	20
O=C(O)c1ccc2c(c1)NC(=O)C(N1CCCC1)S2 (stereo not drawn)	1	0	1	-8	-3	-8	1.1	-0.15	0
CN1CCN(c2ccc([N+](=O)[O-])cc2NC(=O)c2ccccc2Cl)CC1	0.8	23	1	4	4	-10	1.1	0.72	8
COc1cccc(C(=O)NCC2CCN(c3ccc(S(=O)(=O)N4CCOCC4)cc3)CC2)c1	0.4	56*	1.9	-15	-4	55*	0.4	1.4	20
CC(C)CCn1nnnc1C(c1ccccc1F)N1CCC(C(N)=O)CC1 (stereo not drawn)	0.8	21	1.7	-4	nt	-4	1	-0.25	-2
CN1CCN(CC(=O)Nc2ccc(Oc3ccccc3)cc2)CC1	0.9	8	1.4	1	5	0	1	0.42	10
COc1ccc(S(=O)(=O)N2CCN(Cc3cccc(Cl)c3)CC2)cc1	0.1	94*	1	-10	-7	61*	0.4	-1.1	6
Cc1ccc(Nc2cc(-n3nc(C)cc3C)ncn2)c(C)c1	0.5	54*	1	1	nt	27	0.7	-1.6	-6
CC(=O)c1ccc2c(c1)C1C=CCC1C(c1ccncc1)N2 (stereo not drawn)	0.1	92*	1.2	5	-2	90*	0.1	-1.6	6
c1ccc(-c2nc3cc4ccccc4cc3[nH]2)nc1	0.2	80*	1.7	2	5	46	0.5	0.33	3
O=C(CN1CCN(c2ccccn2)CC1)NCc1cccs1	0.7	35	1	10	nt	29	0.7	1	-3
COc1cc(C2Nc3ccc4ncccc4c3C3=C2C(=O)CC(C)(C)C3)cc(OC)c1O (stereo not drawn)	0.4	63*	1.8	4	-6	76*	0.2	-0.17	8
O=C(OCCN(C1=NS(=O)(=O)c2ccccc21)c1ccccc1Cl)c1ccc(Cl)cc1	0.6	44	1.1	-13	4	87*	0.1	-2.8	-3

One compound at a time, from the list above. Screens in order: CYP2C19 activ	CYP2C19 inhib	PLAP act	E coli WT exp	EphB4 antag	CYP2C9 inh	CYP2C9 activ	Pyk2 oligo antag	PostGolgi yeast
Cc1cc(NC(=O)CCC(=O)N(CC(=O)NC2CCCC2)Cc2ccccc2Cl)no1 in the list: 0.6	41	1	1	1	58*	0.4	-0.82	-2
CCOC(=O)N1CCN(S(=O)(=O)c2ccc(C)c(C)c2C)CC1 in the list: 0	99*	1.2	7	10	-6	1.1	-1.3	-1
O=C(Nc1cc(=O)[nH]c2ncnn12)c1ccc(Cl)cc1Cl in the list: 1.1	-9	1	-7	2	-13	1.1	1.8	-2

Further structures follow.
SMILES	CYP2C19 activ	CYP2C19 inhib	PLAP act	E coli WT exp	EphB4 antag	CYP2C9 inh	CYP2C9 activ	Pyk2 oligo antag	PostGolgi yeast
CC(C)N1C(=O)C2C(c3ccccc3O)NC(C)(C(=O)O)C2C1=O (stereo not drawn)	1.2	-24	1.4	7	nt	-39	1.4	nt	3
CC1CCCC(NC(=O)COC(=O)COc2ccc(Cl)cc2)C1C (stereo not drawn)	0.8	20	0.9	-8	0	15	0.8	-0.98	2
Cc1cc(C)c2cc(CN(Cc3ccco3)C(=O)NCc3ccccc3)c(=O)[nH]c2c1	0.7	28	1.2	-2	nt	55*	0.4	0.99	5
COC(=O)c1cc(NC(=O)C23CCC(C)(C(=O)O2)C3(C)C)cc(C(=O)OC)c1 (stereo not drawn)	1	-1	1	0	-3	13	0.9	-1	-3
COc1cc(/C=N/NC(N)=O)cc(Br)c1OCc1ccc(C)cc1	1	4	1	-1	3	22	0.8	-0.69	16
CCOc1cc(C(c2c(C)[nH][nH]c2=O)c2c(C)[nH][nH]c2=O)ccc1OC(=O)c1cccc([N+](=O)[O-])c1	0.6	41	1.9	4	11	54*	0.5	0.45	1
CCc1ccc2[nH]c(=O)c(CN(CCCN3CCOCC3)C(=O)Nc3ccccc3)cc2c1	0.4	56*	1.5	4	6	48	0.5	-0.14	-5
N#Cc1ccccc1NC(=O)Nc1cccs1	1.2	-22	1	-5	0	-25	1.2	-0.06	-5
O=C(N/N=C/c1ccco1)c1cc(-c2cccc3ccccc23)n[nH]1	0.8	15	1.2	1	-7	36	0.6	0.26	-1
O=C(c1ccccc1)c1ccc(C(=O)N2CCN(c3ccc(F)cc3)CC2)o1	0.1	89*	1.4	-16	7	81*	0.2	0.07	-9
CC1(C)Cc2[nH]c(=S)c(C#N)cc2CO1	1	5	0.9	1	0	12	0.9	-0.3	-4
COC(=O)c1oc2ccc(Br)cc2c1NC(=O)CCCN1C(=O)c2ccccc2C1=O	0.6	43	1.1	-6	nt	64*	0.4	nt	-11
CC1(C)CC(=O)c2sc(NC(=O)CCS(=O)(=O)c3ccccc3)nc2C1	1.1	-14	1.3	5	-9	-6	1.1	nt	-16
CC(=O)N1CCN(c2nnnn2-c2ccccc2)CC1	0.8	21	0.8	1	-2	-6	1.1	0.35	-2

Rows were taken by chance (roughly 31% active in at least one column).
